Bioassay records from PubChem BioAssay.
SW480 rerep – induces DNA re-replication in SW480 colon adenocarcinoma cells | Potency, µM (doses to about 46.1 µM), inactives show at the top dose re-replication activation, usual class: activators | SW480 DNA re-replication, Hoechst DNA content imaging, 48 h | actives 1.8% (n = 340,000); also: potency is read from the fitted curve at half-maximal effect; % of control where 0% means no effect; nearly all actives have a fitted effect of over 55% in size
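Compounds, transferred as 23 nL by pin tool, were incubated with cells for 48 hr; DNA content per nucleus was then quantified by Hoechst staining and fluorescence plate imaging.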
MCF10A rerep – inducers of DNA re-replication in MCF 10A breast cells; MCF 10A DNA re-replication, Hoechst nuclear intensity, 48 h; Potency, µM (titrated, usually from 46.1 µM), inactives show top-dose activity, positive = re-replication, usual class: activators; actives 2.9% (n = 350,000); AID 624296; also: potency is read from the fitted curve at half-maximal effect; % of control where 0% means no effect; nearly all actives have a fitted effect of over 50% in size
IL-1B inflam inh – blocks inflammasome-driven IL-1 beta release; actives 4.7% (n = 360,000); AID 743279; activity change, % at 57.5 µM; THP-1 LPS/ATP IL-1B secretion, AlphaLISA, 16 h; hits give low values; in the data active = activity change below about -50%; inconclusive = mostly about -30% to -49%; also: % is scaled to controls: 0 for no effect and ±100 for the full control effect
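THP-1 cells pretreated 1 hr with compounds (up to 57.5 uM final), then stimulated with LPS (250 ng/mL final) plus ATP (1.25 mM final); secreted IL-1B measured by AlphaLISA after 16 hr, decreased signal indicating inhibition.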
HT1080 IDH1KD tx – kills HT-1080 cells with IDH1 knockdown | AID 686971 | Potency, µM (series often up to 46.1 µM), for the others: at the highest dose activity, negative = toxicity, hits mostly cytotoxic | actives 2% (n = 360,000) | HT-1080 IDH1 knockdown viability, ATP luminescence, 48 h;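 also: potency is read from the fitted curve at half-maximal effect; 0% = DMSO wells and -100% = cell-free medium wells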
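CellTiter-Glo luminescence after 48 h compound exposure at 37 degrees C of IDH1-knockdown HT-1080 cells in 5% FBS RPMI. %Activity scaled between DMSO wells and cell-free media wells, with curves fitted and assigned curve classes.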
HT1080-NT tox – kills 2HG-producing HT-1080-NT fibrosarcoma cells; HT-1080-NT fibrosarcoma viability, CellTiter-Glo ATP luminescence, 48 h; Potency, µM (titrated, usually from 46.1 µM), inactives show at the top dose activity, negative = less viability, usual class: cytotoxic; actives 1.6% (n = 360,000); AID 686970;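 also: NT is the 2HG producing partner of a matched IDH1 knockdown line; potency is read from the fitted curve at half-maximal effect; 0% = DMSO-treated cells and -100% = media-only wells without cells; nearly all actives have a fitted effect of over 55% in size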
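Viability by CellTiter-Glo luminescence after 48 h compound exposure at 37C of HT-1080-NT cells (750/well, RPMI, 5% FBS). % activity scaled between DMSO wells and medium-only wells, then curve-fitted and categorized by curve class.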
ATXN viability – reduces viability in counter-screen for ATXN expression inhibitors; S2 cells (HEK-293 line with an ATXN2-luciferase reporter) viability, CellTiter-Fluor protease fluorescence, 24 h; Potency, µM (highest dose often 56.7 µM), actives largely listed as cytotoxic; actives 0.49% (n = 400,000); AID 651635; also: potency is read from the fitted curve at half-maximal effect; nearly all actives have a fitted effect of over 40% in size
KB-3-1 tox – KB-3-1 parental cell cytotoxicity | actives 1.4% (n = 400,000) | AID 1347075 | Potency, µM (top dose mostly 46.1 µM), without a hit: at the highest dose activity change, negative = cytotoxic, hits mostly cytotoxic | KB-3-1 viability, CellTiter-Glo ATP luminescence, 72 h; also: potency is read from the fitted curve at half-maximal effect; % is scaled to controls: 0 for no effect and ±100 for the full control effect; nearly all actives have a fitted effect of over 60% in size
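Cells are dispensed, compounds pinned in, plates held at 37 °C for 72 h, then CellTiter-Glo is added and luminescence read after 10 minutes. Cell line: parental KB-3-1 in phenol-red-free DMEM, 10% FBS.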
ATXN2 expr inh – ATXN2 expression inhibition. actives 0.72% (n = 360,000). Potency, µM (top dose mostly 57 µM), for the others: top-dose activity change, negative = inhibition, most hits filed as inhibitors. HEK-293 ATXN2-luciferase reporter, luminescence, 24 h. AID 1745845; also: potency is read from the fitted curve at half-maximal effect; % is scaled to controls: 0 for no effect and ±100 for the full control effect; nearly all actives have a fitted effect of over 55% in size
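qHTS (up to 57 uM final) was run with 24 h compound exposure of reporter cells at 37 °C. Each well was multiplexed: SteadyGlo luminescence measured ATXN2-luciferase expression after a fluorogenic Gly-Phe-AFC viability readout (25 uM final).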
KB-V1 MDR tox – kills drug-selected multidrug resistant KB-V1 cells; KB-V1 MDR cells viability, CellTiter-Glo, 72 h; Potency, µM (top dose mostly 46.1 µM), without a hit: at the highest dose activity change, negative = cytotoxicity, most hits filed as cytotoxic; actives 3.4% (n = 400,000); also: potency is read from the fitted curve at half-maximal effect; % is scaled to controls: 0 for no effect and ±100 for the full control effect; nearly all actives have a fitted effect of over 60% in size
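Cytotoxicity toward P-gp-expressing KB-V1 cells was determined as loss of CellTiter-Glo luminescence after 72 h at 37 degrees C. Compounds were tested in quantitative HTS format across a concentration range, with curves fitted to normalized data.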
* hit, by the source's call; i = inactive; ? = inconclusive; . = not tested or not shown; [ ] = dose if it differs, or a comment. Unless noted, calls follow the shape of the dose curve; as a rule, active = well fitted curve in the direction sought with a large enough effect; inconclusive = small, poorly fitted or top-dose-only effect, or another doubt; inactive = no such curve, though single readings can be large; an effect the other way counts as inactive or inconclusive.

1	CC(CNC(=O)c1ccc(Br)o1)NC(=O)c1ccc(Br)o1 (stereo not drawn)
2	Cc1cc(-c2ccccc2)nc(N2CCC(C(=O)NC34CC5CC(CC(C5)C3)C4)CC2)n1
3	Cc1c(C(=O)/C=C/N(C)C)nnn1-c1ccc(F)c(Cl)c1
4	COC(=O)[C@@H](NC(=O)NCCC1=CCCCC1)C(C)C
5	O=C(O)c1ccccc1C(=O)N(c1ccccc1)c1ccccc1
6	CCCC(=O)NC1=C(Cl)C(=O)c2ccccc2C1=O
assay / entry	1	2	3	4	5	6
SW480 rerep	-22%	-1%	-5%	-8%	-1%	6.5µM*
MCF10A rerep	1%	4%	1%	-1%	7%	?
IL-1B inflam inh	3	2	-21	3	11	-101*
HT1080 IDH1KD tx	9%	10%	1%	-5%	-2%	7.3µM*
HT1080-NT tox	7%	11%	4%	-5%	2%	?
ATXN viability	?	i	i	i	i	.
KB-3-1 tox	?	5%	8%	-3%	?	?
ATXN2 expr inh	-2%	-1%	14%	2%	.	-19%
KB-V1 MDR tox	-4%	2%	-2%	1%	25%	?

7	O=C(COC(=O)Cc1c[nH]c2ccccc12)Nc1ccc(Cl)cc1
8	CC(=O)c1ccccc1C(=O)N1CCC(CCC(=O)NCc2ccc(F)cc2)CC1
9	CCOc1ccccc1NC(=O)NCCC1=CCCCC1
10	Cc1ccc(NC(=O)COC(=O)Cc2cccs2)c(Br)c1
11	CCCCn1c(N)c(N(CCC(C)C)C(=O)C2CC(=O)N(c3ccc(OC)cc3OC)C2)c(=O)[nH]c1=O (stereo not drawn)
12	O=C(CNC(=O)c1ccc(Cl)cc1)OCC(=O)c1ccc2c(c1)OCCO2
assay / entry	7	8	9	10	11	12
SW480 rerep	.	.	-10%	-5%	-85%[inhibitor]	1%
MCF10A rerep	.	.	-2%	15%	-14%	5%
IL-1B inflam inh	-4	0	-9	4	11	15
HT1080 IDH1KD tx	16%	1%	?	1%	6%	11%
HT1080-NT tox	9%	-1%	14%	-2%	5%	6%
ATXN viability	i	i	i	?	i	i
KB-3-1 tox	0%	7%	-2%	.	-5%	-3%
ATXN2 expr inh	.	.	-5%	-8%	8%	13%
KB-V1 MDR tox	17%	0%	-13%	.	0%	24%

13	OCc1nc2ccccc2n1CCCCOc1ccccc1
14	O=C1c2ccccc2NC(c2ccc(Br)o2)N1O (stereo not drawn)
15	COc1ccc(OC)c(CCNC(=O)C(C)n2c(C)c3cnn(-c4ccccc4)c(=O)c3c2C)c1 (stereo not drawn)
16	COc1ccc(/C=C(\C)c2nc(C)c(-c3ccccc3)c(=O)[nH]2)cc1
17	CS(=O)(=O)N(CC(=O)N1CCC(C(N)=O)CC1)C1CCCCC1
18	O=C(COc1ncnc2cc([N+](=O)[O-])ccc12)NC(=O)NC1CCCCC1
assay / entry	13	14	15	16	17	18
SW480 rerep	-2%	-10%	.	?	-16%	-2%
MCF10A rerep	-1%	?	.	?	3%	5%
IL-1B inflam inh	-12	.	.	-5	-5	5
HT1080 IDH1KD tx	-14%	.	.	3%	16%	-7%
HT1080-NT tox	-11%	.	.	17%	14%	-6%
ATXN viability	i	i	i	i	i	i
KB-3-1 tox	-6%	-7%	2%	17%	2%	-3%
ATXN2 expr inh	4%	17%	-4%	6%	7%	.
KB-V1 MDR tox	-21%	-13%	?	53%	0%	-13%

19	CCN(CC(=O)Nc1ccc(Cl)c(S(=O)(=O)N(C)C)c1)CC(=O)NC(C)C
20	FC(F)Oc1ccc(NC(=S)N2CCc3ccccc32)cc1
21	CC(=O)c1cccc(N=C2C(=O)Nc3ccccc32)c1
22	COc1cc(/C=N/O)cc(Br)c1OCC(=O)NCc1ccccc1
23	CC1C(=NO)C(C)C(c2ccccc2)NC1c1ccccc1 (stereo not drawn)
24	COc1cccc(-c2cnc3c(NC(C)=O)cc(-c4cccc(C(=O)NCCN(C)C)c4)cn23)c1
assay / entry	19	20	21	22	23	24
SW480 rerep	-2%	-5%	0%	10%	12%	.
MCF10A rerep	8%	-1%	9%	-39%[inhibitor]	30%	.
IL-1B inflam inh	21	-61*	11	-4	6	-27
HT1080 IDH1KD tx	4%	-12%	-2%	8%	-4%	?
HT1080-NT tox	7%	-8%	-3%	9%	11%	16µM*
ATXN viability	i	i	i	i	i	?
KB-3-1 tox	14%	-8%	-2%	7%	-6%	0%
ATXN2 expr inh	0%	-10%	-6%	5%	1%	?
KB-V1 MDR tox	?	2%	2%	16µM*	6%	4%

Single records, from the list above.
CC(=O)c1cccc(N=C2C(=O)Nc3ccccc32)c1 is listed as SW480 rerep = 0%; MCF10A rerep = 9%; IL-1B inflam inh = 11; HT1080 IDH1KD tx = -2%; HT1080-NT tox = -3%; ATXN viability = i; KB-3-1 tox = -2%; ATXN2 expr inh = -6%; KB-V1 MDR tox = 2%
CC1C(=NO)C(C)C(c2ccccc2)NC1c1ccccc1 (stereo not drawn) is listed as SW480 rerep = 12%; MCF10A rerep = 30%; IL-1B inflam inh = 6; HT1080 IDH1KD tx = -4%; HT1080-NT tox = 11%; ATXN viability = i; KB-3-1 tox = -6%; ATXN2 expr inh = 1%; KB-V1 MDR tox = 6%

The listing continues:
25	COc1ccc(CCNC(=O)CCS(=O)(=O)c2ccc3c(c2)NC(=O)CO3)cc1OC
26	COc1ccccc1NC(=O)CN1CCN(CC(=O)Nc2ccc(F)c(F)c2)CC1
27	COc1ccc(NC(=O)C2CCC(CNS(=O)(=O)c3cccc4nsnc34)CC2)cc1OC (stereo not drawn)
28	O=C(c1cccc(Cl)c1)C1CCCN(C(=O)c2ccoc2)C1 (stereo not drawn)
29	Cc1cccc(NC(=O)CN2C(=O)NC(C)(c3ccc4c(c3)OCO4)C2=O)c1 (stereo not drawn)
30	O=C(Nc1ccccc1F)C(=Cc1sc(N2CCOCC2)nc1-c1ccccc1)C(=O)Nc1ccccc1F
assay / entry	25	26	27	28	29	30
SW480 rerep	-3%	.	.	?	5%	?
MCF10A rerep	?	.	.	1%	204%[0.0737 µM]	3.3µM*
IL-1B inflam inh	0	.	.	-17	1	-24
HT1080 IDH1KD tx	2%	.	.	-15%	-6%	-1%
HT1080-NT tox	17%	.	.	4%	-8%	-21%
ATXN viability	i	i	i	i	i	.
KB-3-1 tox	7%	-10%	-24%	-17%	10%	0%
ATXN2 expr inh	6%	6%	-1%	-2%	-6%	-12%
KB-V1 MDR tox	4%	-58%	-14%	?	24%	0%

31	CC1OC(C)(C)OC1C1CNc2nc(NC(=O)C(C)(C)C)[nH]c(=O)c2N1C(=O)c1cccnc1 (stereo not drawn)
32	CCCCOc1nc2ccccc2nc1C(C#N)C(=O)NC1CCCCC1 (stereo not drawn)
33	Cc1oc(-c2ccccc2)cc1C(=O)Nc1ccc(N(C)C)cc1
34	CCOC(=O)C1CCN(CCC(=O)Nc2cccc(Cl)c2)CC1
35	CC(C(=O)Nc1ccc(C(=O)O)cc1)N1C(=O)c2ccccc2C1=O (stereo not drawn)
36	CN(C)S(=O)(=O)Oc1ccccc1C(=O)Nc1ccccc1Cl
assay / entry	31	32	33	34	35	36
SW480 rerep	0%	1%	-1%	-12%	-6%	2%
MCF10A rerep	2%	?	10%	1%	8%	-5%
IL-1B inflam inh	15	12	-21	?	-13	3
HT1080 IDH1KD tx	-11%	14%	-1%	-2%	9%	11%
HT1080-NT tox	-7%	11%	1%	-8%	10%	1%
ATXN viability	i	i	i	?	i	i
KB-3-1 tox	-11%	4%	7%	10%	15%	-6%
ATXN2 expr inh	-8%	2%	12%	4%	4%	2%
KB-V1 MDR tox	-1%	24%	0%	2%	?	-7%

37	c1ccc2c(c1)[nH]c1ccncc12
38	COc1ccc(C)cc1S(=O)(=O)N1CCCCC1
39	CCN1C(=O)/C(=C\N2CCCCCC2)SC1=S
40	Cc1onc(-c2ccccc2)c1C(=O)NNC(=S)NC(=O)c1ccc2c(c1)OCO2
41	CCCCOc1ccccc1C(=O)NCCCC(=O)O
42	O=C1NNC(=O)C1c1ccccc1
assay / entry	37	38	39	40	41	42
SW480 rerep	-10%	5%	-1%[9.22 µM]	6%	1%	0%
MCF10A rerep	-2%	-5%	20%	1%	1%	-2%
IL-1B inflam inh	-2	5	-12	58	16	-6
HT1080 IDH1KD tx	-6%	0%	2%	?	1%	10%
HT1080-NT tox	0%	-4%	2%	?	12%	0%
ATXN viability	i	i	i	i	i	i
KB-3-1 tox	-3%	0%	1%	-7%	-2%	13%
ATXN2 expr inh	6%	2%	17%	-32%	2%	12%
KB-V1 MDR tox	-2%	0%	?	?	3%	0%

43	CCOc1ccccc1NS(=O)(=O)c1ccc(-c2cnc(C3CC3)o2)cc1
44	Cc1ccc(-c2cc(C(F)F)n3ncc(C(=O)N4CCCc5ccccc54)c3n2)cc1
45	CCc1noc(C)c1C(=O)N1CCC(CCC(=O)Nc2cccc(C)c2)CC1
46	Cc1ccsc1C(=O)OCc1csc(-c2ccccc2)n1
47	O=C1N=c2ccccc2=C1c1sc(NS(=O)(=O)c2ccccc2)nc1O
48	CN1CCN(NC(=O)Nc2cccc(Cl)c2Cl)CC1
assay / entry	43	44	45	46	47	48
SW480 rerep	?	-3%	10%	-1%	-1%	-6%
MCF10A rerep	?	18%	9%	-10%	-2%	3%
IL-1B inflam inh	66	12	9	42	19	0
HT1080 IDH1KD tx	0.21µM*	-2%	-9%	-30%	1%	6%
HT1080-NT tox	0.21µM*	-2%	-6%	-17%	2%	0%
ATXN viability	i	?	i	i	i	i
KB-3-1 tox	0.29µM*	-17%	.	7%	-6%	7%
ATXN2 expr inh	.	-9%	-20%	130%[activator]	-8%	-13%
KB-V1 MDR tox	?	-7%	.	?	15%	13%
